From PubChem
PKM2 act – qHTS Assay for Activators of Human Muscle isoform 2 Pyruvate Kinase; Pyruvate kinase PKM (Homo sapiens), P14618; purified PKM2, Kinase-Glo ATP luminescence, activation; response scale: 0% is enzyme alone, no compound; Potency, µM (titrated, usually from 57.5 µM), inactives show at the highest dose activation, most hits filed as activators; hit rate 0.34% among 260,000; AID 1631, 2009; further: potency means the concentration at half of the fitted maximal effect; on the % scale 0 is the no-effect control and ±100 the full control effect; nearly all actives have a fitted effect of over 55% in size
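ATP formation by purified human PK-M2, quantified via coupled luciferase luminescence after 1 h at room temperature with 0.1 mM ADP and 0.5 mM PEP final.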
FLuc counter – qHTS profiling assay for firefly luciferase inhibitor/activator using purifed enzyme and Km concentrations of substrates (counterscreen for miR-21 project). Potency, µM (top dose mostly 57.5 µM), without a hit: at the top dose activity change, negative = inhibition, usual class: inhibitors. AID 588342, 2011. purified FLuc, Km substrates, luminescence inhibition. Luciferin 4-monooxygenase (Photinus pyralis), P08659. hit rate 6.9% among 360,000;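 further: potency means the concentration at half of the fitted maximal effect; plate controls were vehicle for no effect and reference inhibitor for full effect; nearly all actives have a fitted effect of over 55% in size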
Target sequence (P08659 whole entry, looked up): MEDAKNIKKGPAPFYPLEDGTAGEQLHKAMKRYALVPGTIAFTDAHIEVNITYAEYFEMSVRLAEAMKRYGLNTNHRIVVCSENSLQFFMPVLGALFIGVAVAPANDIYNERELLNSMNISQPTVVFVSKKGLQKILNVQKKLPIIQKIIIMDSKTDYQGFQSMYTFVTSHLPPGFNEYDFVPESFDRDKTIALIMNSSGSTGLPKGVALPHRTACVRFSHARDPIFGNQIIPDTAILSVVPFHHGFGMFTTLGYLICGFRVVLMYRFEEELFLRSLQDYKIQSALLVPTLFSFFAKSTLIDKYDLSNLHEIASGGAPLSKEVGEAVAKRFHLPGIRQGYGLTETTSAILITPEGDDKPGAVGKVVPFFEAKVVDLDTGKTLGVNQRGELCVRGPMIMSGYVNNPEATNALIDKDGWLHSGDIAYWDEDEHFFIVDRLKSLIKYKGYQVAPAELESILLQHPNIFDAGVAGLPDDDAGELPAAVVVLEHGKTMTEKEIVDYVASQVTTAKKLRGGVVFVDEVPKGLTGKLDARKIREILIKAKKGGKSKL
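Biochemical qHTS of compounds, final roughly 60 µM downward over six points, against 10 nM purified firefly luciferase using Km concentrations of substrates (10 uM D-luciferin, 10 uM ATP) in Tris acetate pH 7.5 buffer; luminescence output.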
NPC1 promoter act – qHTS Assay for NPC1 Promoter Activators; Huh7 NPC1 promoter luciferase reporter, 24 h; Potency, µM (highest dose often 9.22 µM), for inactives: at the highest dose activation, hits mostly activators; hit rate 2.4% among 320,000;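 further: potency means the concentration at half of the fitted maximal effect; % of control where 0% means no effect; nearly all actives have a fitted effect of over 60% in size; reporter is driven by a mutant NPC1 promoter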
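Huh7 cells stably carrying NPC1 promoter–luciferase, plated in Opti-MEM with 10% FBS for 2 h, were exposed to compound in DMSO for 24 h at 37 °C; luciferase reagent was added for 10 min and luminescence read.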
Mito fusion yeast – qHTS Assay for Small Molecule Inhibitors of Mitochondrial Division or Activators of Mitochondrial Fusion; S. cerevisiae fusion-defective mutant growth rescue, CellTiterGlo 48 h; hit rate 0.23% among 320,000; AID 485298, 2010; Potency, µM (doses to about 46.1 µM), inactives show at the highest dose growth rescue (activation), actives largely listed as activators;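 further: potency means the concentration at half of the fitted maximal effect; % of control where 0% means no effect; nearly all actives have a fitted effect of over 45% in size; temperature-sensitive fusion mutants such as fzo1-1 at 37 °C on non-fermentable ethanol glycerol medium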
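Read-out: ATP-based luminescence (CellTiterGlo, 10 min ambient) reporting growth of fusion-defective ts yeast after 48 hours at 37C on glycerol/ethanol YPEG medium in the presence of compound.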
ELG1 repair inh – qHTS screen for small molecules that inhibit ELG1-dependent DNA repair in human embryonic kidney (HEK293T) cells expressing luciferase-tagged ELG1 | Potency, µM (titrated, usually from 46.1 µM), for the others: at the top dose activity change, negative = inhibition, hits mostly inhibitors | hit rate 2.3% among 330,000 | HEK293T ELG1-luciferase reporter, luminescence, 16 h; DNA damage induced by 5-fluorouridine; further: potency means the concentration at half of the fitted maximal effect; on the % scale 0 is the no-effect control and ±100 the full control effect; nearly all actives have a fitted effect of over 55% in size
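Quantitative HTS, concentration-response format. 2,000 cells/well co-treated with 5-fluorouridine and compound, 16 hr in 5% CO2 at 37 °C; ONE-Glo luminescence read after 30 min.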
Rab9 prom act – qHTS Assay for Rab9 Promoter Activators | Huh7 Rab9 promoter-luciferase reporter, luminescence, 24 h | Potency, µM (top dose mostly 9.22 µM), inactives show at the top dose activation, negative = inhibition, actives largely listed as activators | hit rate 2.8% among 320,000; further: potency means the concentration at half of the fitted maximal effect; % of control where 0% means no effect; nearly all actives have a fitted effect of over 60% in size
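Stable Rab9-luc Huh7, 1500 cells/well, 2 h settle; cmpd in DMSO, 24 h, 37 °C/5% CO2; luciferase reagent 10 min RT; luminescence.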
MBNL1-CUG inh – qHTS Assay for Inhibitors of MBNL1-poly(CUG) RNA binding; Potency, µM (top dose mostly 57.5 µM), for the others: top-dose activity change, negative = inhibition, usual class: inhibitors; Muscleblind-like protein 1 (Homo sapiens), Q9NR56; hit rate 0.036% among 280,000; TR-FRET MBNL1-His/biotin-(CUG)12 binding, 665/545 ratio; active means well fitted inhibition curve with a large enough effect in the signal ratio, with a control signal flat, not every such curve was filed as active; inconclusive means small, poorly fitted or top-dose-only effect, or effect the other way, or a change in a side signal; inactive means no such curve, though single readings can be large or run the other way; the % refers to the signal ratio; further: potency means the concentration at half of the fitted maximal effect; on the % scale 0 is the no-effect control and ±100 the full control effect
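Compounds (final 92 nM to 58 uM) are added to His-tagged MBNL1 and biotin-(CUG)12, then terbium anti-His antibody and streptavidin-XL665 (5 nM final). After 60 min at room temperature, the 665/545 nm ratio is read.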
VP16 counter – VP16 counterscreen qHTS for inhibitors of ROR gamma transcriptional activity; AID 2546, 2010; hit rate 3.5% among 310,000; Potency, µM (highest dose often 53.6 µM), without a hit: at the highest dose activity, negative = inhibition, actives largely listed as inhibitors; Drosophila S2 Gal4-VP16 UAS-luciferase, luminescence, 20 h;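 further: Gal4-VP16 expression switched on by copper sulfate through the metallothionein promoter; potency means the concentration at half of the fitted maximal effect; on the % scale 0 is the no-effect control and ±100 the full control effect; nearly all actives have a fitted effect of over 50% in size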
Menin-MLL TR inh – qHTS Assay for Inhibitors Targeting the Menin-MLL Interaction in MLL Related Leukemias: Competition With Texas Red Labeled MLL-derived Mutant Peptide | Menin + Texas Red MLL mutant peptide, fluorescence polarization | hit rate 0.23% among 270,000 | O00255 | AID 1768, 2009 | Potency, µM (highest dose often 61.6 µM), without a hit: at the top dose FP activity change, negative = inhibition, actives largely listed as inhibitors; active means well fitted inhibition curve with a large enough effect in the polarisation, with a control signal flat, not every such curve was filed as active; inconclusive means small, poorly fitted or top-dose-only effect, or effect the other way, or a change in a side signal; inactive means no such curve, though single readings can be large or run the other way; the % refers to the polarisation; further: potency means the concentration at half of the fitted maximal effect; % of control where 0% means no effect; many of its hits are not listed in these tables
RORg inh – qHTS for inhibitors of ROR gamma transcriptional activity; Nuclear receptor ROR-gamma (Mus musculus), P51450; Potency, µM (titrated, usually from 53.6 µM), inactives show at the top dose activity change, negative = inhibition, most hits filed as inhibitors; AID 2551, 2010; hit rate 5.4% among 310,000; Drosophila S2 Gal4-RORgamma UAS-luciferase reporter, 20 h; further: potency means the concentration at half of the fitted maximal effect; on the % scale 0 is the no-effect control and ±100 the full control effect; nearly all actives have a fitted effect of over 60% in size
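Stable Schneider cell line, Gal4 DNA-binding domain fused to ROR gamma, UAS-luciferase. Cmpd 1 hr RT → CuSO4 700 uM final → 20 hr RT → luciferase reagent 10 min → luminescence.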
KCNH2 3.1 block – qHTS for Inhibitors of KCHN2 3.1: Mutant qHTS; activity change, % (tested at about 1.8 µM); AID 720553, 2013; Potassium voltage-gated channel subfamily H member 2, brain isoform KCNH2 3.1 (human); hit rate 0.95% among 340,000; U2OS KCNH2 3.1, thallium flux FluxOr; active compounds read low;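 active means maximum activity change below -70%; inconclusive means maximum activity change from -70% to -50%; inactive means maximum activity change above -50%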;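 further: thallium influx rate constant from kinetic fluorescence after stimulation buffer; on the % scale 0 is the no-effect control and ±100 the full control effect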
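We transduce U2OS cells with the mutant 3.1 virus, culture them overnight, load FluxOr with Red40 quencher for 45 min, then add stimulation buffer and read kinetically for 2 min to derive a normalized rate constant.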
* marks the source's active call; other numbers are inactive results; ? = inconclusive; . = no result given; [ ] = another dose, or the depositor's remark. Unless noted, the call rests on the fitted dose curve; in most records, active means well fitted curve in the direction sought with a large enough effect; inconclusive means small, poorly fitted or top-dose-only effect, or another doubt; inactive means no such curve, though single readings can be large; an effect the other way counts as inactive or inconclusive. The list is partial, so the mix of outcomes need not match the whole.

SMILES	PKM2 act	FLuc counter	NPC1 promoter act	Mito fusion yeast	ELG1 repair inh	Rab9 prom act	MBNL1-CUG inh	VP16 counter	Menin-MLL TR inh	RORg inh	KCNH2 3.1 block
COc1ccc(Cl)cc1C(=O)NNC(=O)CCNC(C)=O	-8%	0%	-4%	-4%	3%	-5%	1%	6%	1%	4%	-3
COc1ccc([N+](=O)[O-])cc1NC(=O)C1CCCN1S(=O)(=O)c1cccs1 (stereo not given)	.	2%	-2%	0%	-8%	-3%	.	.	.	.	-7
N#Cc1cccc(NC(=O)Cc2ccccc2)c1	2%	-2%	-3%	3%	7%	-2%	-3%	9%	-12%	4%	25
Cc1c(-n2c(O)c(C3=c4ccccc4=NC3=O)sc2=O)c(=O)n(-c2ccccc2)n1C	1%	6%	0%	-2%	-7%	-3%	2%	3%	1%	-1%	-9
COC(=O)NCC(c1ccc2c(c1)OCO2)N1CCN(c2ccccc2)CC1 (stereo not given)	2%[0.46 µM]	3%	0%	3%	-3%	-3%	-2%	2%	-4%	30%	-7
CCCCC#Cc1cncc(C(=O)N/N=C/c2ccccc2)c1	-4%	-17%	-1%	9%	-5%	-5%	.	?	.	?	-2
COc1ccccc1CN1CC(C(=O)NCCN2CCOC2=O)CCC1=O (stereo not given)	.	-2%	2%	1%	12%	-7%	-4%	6%	.	4%	9
N#CCC(=O)N/N=C/c1cn(Cc2ccc3ccccc3c2)c2ccccc12	?	1%	1%	-7%	9%	-7%	.	?	.	13µM*	-3
CCOC(=O)N1CCN(c2nc(=S)n(-c3ccccc3)c(C)c2C(C)=O)CC1	-15%	-1%	3%	-4%	0%	-2%	8%	-1%	0%	1%	-19
CC(C)c1cc(=O)n2[nH]c(SCc3ccccc3Cl)nc2n1	.	?	1%	11%	?	5%	-6%	-4%	39%[activator]	31%	6
Cc1ccc(S(=O)OCC(=O)Nc2cc(Cl)ccc2N2CCOCC2)cc1 (stereo not given)	3%	1%	-9%	2%	?	4%	-7%	-11%	-1%	45%	-7
COc1ccc(S(=O)(=O)NCC(=O)Nc2ccc(F)cc2)cc1	.	-1%	1%	-3%	-3%	-6%	.	.	.	.	-3
Cc1c(Cl)cccc1NC(=S)N(Cc1ccccc1)Cc1cccnc1	5%	-5%	-2%	1%	-11%	-4%	-8%	-5%	35%[activator]	?	-14
O=C(NC1CCOC1)c1cc(COc2cccc(C(F)(F)F)c2)on1 (stereo not given)	.	24µM*	0%	5%	?	?	-1%	-11%	.	?	2
COc1ccc(N(CC(=O)NCc2cccs2)S(=O)(=O)c2cccc(C)c2)cc1	.	-1%	-3%	2%	-7%	2%	.	.	.	.	-19
Fc1ccc(-c2ccnc(=S)[nH]2)cc1	9%	5%	-2%	16%	?	-2%	1%	2.8µM*	6%	3.5µM*	7

A second format for part of the listing above.
Fc1ccc(-c2ccnc(=S)[nH]2)cc1
- PKM2 act: 9%
- FLuc counter: 5%
- NPC1 promoter act: -2%
- Mito fusion yeast: 16%
- ELG1 repair inh: ?
- Rab9 prom act: -2%
- MBNL1-CUG inh: 1%
- VP16 counter: 2.8µM*
- Menin-MLL TR inh: 6%
- RORg inh: 3.5µM*
- KCNH2 3.1 block: 7
COc1ccc(S(=O)(=O)NCC(=O)Nc2ccc(F)cc2)cc1
- PKM2 act: .
- FLuc counter: -1%
- NPC1 promoter act: 1%
- Mito fusion yeast: -3%
- ELG1 repair inh: -3%
- Rab9 prom act: -6%
- MBNL1-CUG inh: .
- VP16 counter: .
- Menin-MLL TR inh: .
- RORg inh: .
- KCNH2 3.1 block: -3
COc1ccc(N(CC(=O)NCc2cccs2)S(=O)(=O)c2cccc(C)c2)cc1
- PKM2 act: .
- FLuc counter: -1%
- NPC1 promoter act: -3%
- Mito fusion yeast: 2%
- ELG1 repair inh: -7%
- Rab9 prom act: 2%
- MBNL1-CUG inh: .
- VP16 counter: .
- Menin-MLL TR inh: .
- RORg inh: .
- KCNH2 3.1 block: -19
Cc1ccc(S(=O)OCC(=O)Nc2cc(Cl)ccc2N2CCOCC2)cc1 (stereo not given)
- PKM2 act: 3%
- FLuc counter: 1%
- NPC1 promoter act: -9%
- Mito fusion yeast: 2%
- ELG1 repair inh: ?
- Rab9 prom act: 4%
- MBNL1-CUG inh: -7%
- VP16 counter: -11%
- Menin-MLL TR inh: -1%
- RORg inh: 45%
- KCNH2 3.1 block: -7
